GAA spleen mod: inhibitors or activators of human alpha-glucosidase in spleen homogenate. human spleen homogenate, 4-MU-alpha-glucoside fluorescence. Potency, µM (series often up to 79.9 µM), for inactives: at the top dose activity change, negative = inhibition, most hits filed as inhibitors. actives 0.006% (n = 240,000);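 further: 0% = enzyme with vehicle and -100% = no enzyme basal signal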
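Human spleen homogenate (1 ug) with 4-methylumbelliferyl-alpha-D-glucopyranoside (1 mM final) in 50 mM citrate/phosphate pH 5.0, 0.01% Tween-20; 40 min at 37 C. Stopped at pH 10; 4-MU fluorescence Ex 365/Em 440 nm; AC50 by Hill fit.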
aGal spleen mod: inhibits or activates alpha-galactosidase in human spleen homogenate | human spleen homogenate, 4MU-alpha-Gal fluorescence, 40 min | P06280 | actives 0.008% (n = 240,000) | Potency, µM (top dose mostly 80 µM), inactives show at the highest dose activity change, negative = inhibition, usual class: inhibitors | AID 2107;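 further: 0% = enzyme with vehicle and -100% = no enzyme basal signal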
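Human spleen homogenate (1 ug) was the enzyme source, with 4-methylumbelliferyl-alpha-D-galactopyranoside (1 mM final) in pH 5.0 citrate buffer with 0.01% Tween-20. Compounds were titrated; after 40 min at 37C, NaOH/glycine stop, 4-MU fluorescence read; AC50 from Hill fits.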
JMJD2E inh: inhibitors of human JMJD2E histone demethylase | B2RXH2 | JMJD2E catalytic domain, FDH-coupled NADH fluorescence (FDH is formaldehyde dehydrogenase) | Potency, µM (doses to about 57.1 µM), for the others: at the top dose activity change, negative = inhibition, usual class: inhibitors | actives 1.6% (n = 230,000); active means well fitted inhibition curve with a large enough effect, not every such curve was filed as active; inconclusive means small, poorly fitted or top-dose-only effect, or another doubt; inactive means no such curve, though single readings can be large or run the other way;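 further: 0% = wells with enzyme and -100% = buffer wells without enzyme; nearly all actives have a fitted effect of over 50% in size; many of its hits are not listed in these tables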
Target sequence (B2RXH2 1-337 limits assumed): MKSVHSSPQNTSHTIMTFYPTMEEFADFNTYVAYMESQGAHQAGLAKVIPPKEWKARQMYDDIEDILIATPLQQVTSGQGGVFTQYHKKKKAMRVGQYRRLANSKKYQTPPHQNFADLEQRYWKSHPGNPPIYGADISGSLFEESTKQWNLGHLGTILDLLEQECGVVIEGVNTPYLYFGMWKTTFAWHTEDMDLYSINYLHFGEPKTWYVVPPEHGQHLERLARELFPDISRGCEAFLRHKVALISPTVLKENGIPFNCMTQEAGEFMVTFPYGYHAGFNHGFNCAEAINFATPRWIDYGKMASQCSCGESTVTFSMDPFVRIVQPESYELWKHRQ
ALDH1A1 inh: blocks purified human ALDH1A1 activity. P00352. Purified ALDH1A1, NADH fluorescence, propionaldehyde substrate. Potency, µM (titrated, usually from 75.3 µM), without a hit: at the highest dose activity, negative = inhibition, actives largely listed as inhibitors. actives 7.3% (n = 220,000). AID 1030; active means well fitted inhibition curve with a large enough effect, not every such curve was filed as active; inconclusive means small, poorly fitted or top-dose-only effect, or another doubt; inactive means no such curve, though single readings can be large or run the other way;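 further: plate controls were no enzyme wells and a reference inhibitor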
Target sequence (P00352 whole entry, looked up): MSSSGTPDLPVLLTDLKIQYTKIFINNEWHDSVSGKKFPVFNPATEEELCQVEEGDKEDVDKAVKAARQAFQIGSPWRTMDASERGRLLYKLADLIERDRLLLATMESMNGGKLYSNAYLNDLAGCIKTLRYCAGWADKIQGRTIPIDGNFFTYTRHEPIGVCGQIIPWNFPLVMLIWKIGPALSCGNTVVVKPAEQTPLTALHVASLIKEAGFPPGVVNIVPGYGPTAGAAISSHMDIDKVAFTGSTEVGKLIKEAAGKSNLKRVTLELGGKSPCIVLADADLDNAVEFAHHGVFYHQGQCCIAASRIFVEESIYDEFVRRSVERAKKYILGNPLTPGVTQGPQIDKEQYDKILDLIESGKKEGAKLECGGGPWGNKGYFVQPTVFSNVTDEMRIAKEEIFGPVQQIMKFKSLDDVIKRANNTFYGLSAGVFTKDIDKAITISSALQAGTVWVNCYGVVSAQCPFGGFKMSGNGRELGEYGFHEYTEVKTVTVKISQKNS
SMN2 splice up: enhancers of SMN2 splice variant expression; HEK293 SMN2-luciferase splicing reporter, luminescence, 30-36 h; Potency, µM (highest dose often 46.1 µM), without a hit: at the top dose activity change, positive = activation, usual class: activators; actives 2.8% (n = 210,000); AID 1458; further: % of control where 0% means no effect; nearly all actives have a fitted effect of over 55% in size
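HEK293 cells carry an SMN2 minigene-luciferase reporter in which exon 7 inclusion puts luciferase in frame. Cells were seeded at 2000 cells/well, attached for 10-12 hours, then exposed to compounds for 30-36 hours at 37C before ONE-Glo luminescence.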
GAA glycogen: GAA glycogen-cleavage inhibition or activation; actives 0.38% (n = 300,000); recombinant GAA, glycogen substrate, Amplex Red glucose oxidase fluorescence; P10253; Potency, µM (highest dose often 76.4 µM), for the others: at the highest dose activity change, negative = inhibition, usual class: inhibitors;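 further: 0% = full enzyme reaction and -100% = no-enzyme basal signal; the screen sought inhibitors and activators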
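Natural-substrate format: glycogen cleavage by 4 nM human enzyme, glucose read by Amplex Red coupling (Ex 573, Em 610 nm). Normalized to enzyme and no-enzyme controls.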
GAA inh: alpha-glucosidase (human) inhibition | purified human GAA, 4-MU-alpha-glucoside fluorescence | Potency, µM (top dose mostly 76.9 µM), for inactives: at the top dose activity change, negative = inhibition, actives largely listed as inhibitors | actives 0.005% (n = 200,000) | AID 1466;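 further: plate controls were uninhibited enzyme wells for no effect and no-enzyme background for full effect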
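AC50 values come from Hill fits of compound titrations (up to 77 uM) against 4 nM human enzyme. Substrate 4-methylumbelliferyl-alpha-D-pyranoside at 400 uM, pH 5.0 citrate buffer, 20 min room temperature; fluorescence Ex 365/Em 440 after alkaline stop.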
GoLoco inh red: RGS12 GoLoco-Gai1 interaction inhibition; P63096; Gai1:RGS12 GoLoco peptide FP, rhodamine, 10 min; Potency, µM (top dose mostly 61.6 µM), inactives show at the highest dose activity, negative = inhibition, most hits filed as inhibitors; actives 0.44% (n = 230,000); active means well fitted inhibition curve with a large enough effect, not every such curve was filed as active; inactive means no such curve, though single readings can be large or run the other way; further: on the % scale 0 is the no-effect control and ±100 the full control effect; nearly all actives have a fitted effect of over 30% in size; many of its hits are not listed in these tables
* marks the source's active call; other numbers are inactive results; u = inconclusive; x = no result given; & = joins results of further samples; [ ] = remark or other dose. Unless noted, the call rests on the fitted dose curve; in most records, active means well fitted curve in the direction sought with a large enough effect; inconclusive means small, poorly fitted or top-dose-only effect, or another doubt; inactive means no such curve, though single readings can be large; an effect the other way counts as inactive or inconclusive. Potency means the concentration at half of the fitted maximal effect. Some of the compounds tested (hit frequency here may not be typical).

SMILES	GAA spleen mod	aGal spleen mod	JMJD2E inh	ALDH1A1 inh	SMN2 splice up	GAA glycogen	GAA inh	GoLoco inh red
CCc1c(C)c(C#N)c2nc3ccccc3n2c1-n1nc(C)cc1C	-14%	-3%	-21%	u	-16%	6%	3%	5%
Cc1nc2ccccn2c1C(=O)N/N=C/c1ccc([N+](=O)[O-])o1	-10%	3%	u	u	-37%[inhibitor]	1%	-12%	1%
CC(C)NS(=O)(=O)c1ccc(OCC(=O)NCc2ccccc2)cc1	1%	1%	-6%	18%	-13%	7%	-3%	1%
Cc1ccccc1CC1(CO)CCCN(Cc2c(C)nn(C)c2Cl)C1 (stereo unspecified)	6%	4%	-10%	-1%	x	-5%	u	-2%
Cc1cc(C)n(-c2cc(N3CCN(S(=O)(=O)c4ccc(Br)cc4)CC3)ccc2[N+](=O)[O-])n1	-14%	5%	6%	2%	-9%	1%	0%	7%
COC(=O)c1ccc(/C=C/C(=O)c2ccc(OC)c(OC)c2)cc1	-9%	0%	10%	3%	-5%	-6%	1%	6%
Cc1cccc2nc(CSc3nc4[nH]ncc4c(=O)n3-c3cccc(Cl)c3)cc(=O)n12	0%	5%	5%	u	-75%[inhibitor]	0%	-8%	1%
CN1C[C@@H]2C(c3ccc(C(F)(F)F)cc3)C3(c4ccc(C#N)cc4)CC2(C3)[C@H]1c1ccccc1 (stereo partly specified)	-1%&-6%	4%&-5%	-5%&-5%	0%	-26%	-6%	x	-5%&-10%
CC1(C)CC(N=C=O)CC(C)(CN=C=O)C1 (stereo unspecified)	-5%	7%	x	u	9%	x	x	22%
CC(=O)Nc1ccc(S(=O)(=O)NCCSc2ccccn2)cc1	9%	5%	8%	u	-2%	3%	-5%	-11%
CN(C)S(=O)(=O)Oc1ccsc1C(=O)Nc1ccc(Cl)c(Cl)c1	-5%	-6%	u	-15%	-24%	-4%	-6%	-24%
N#Cc1cccc(NC(=O)CSc2nnc(-c3n[nH]c4ccccc34)o2)c1	1%	10%	u	3%	13µM*	-7%	-3%	-5%
COc1ccc(CCNC(=O)c2nonc2N)cc1OC	-7%	-1%	-7%	7%	10%	5%	-4%	6%
CCn1cnc2scc(-c3ccc(C)c(C)c3)c2c1=O	2%	3%	7%	-7%	-5%	-2%	-26%	17%
O=C(Oc1ccc2c(c1)OCO2)c1ccc(F)cc1Cl	0%	-5%	-1%	-11%	-12%	-13%	-5%	-8%
COCC(C)n1c(C)cc(C(=O)COC(=O)CNC(=O)c2ccccc2)c1C (stereo unspecified)	-11%	3%	-4%	7%	9%	9%	-9%	0%
CCCCOc1ccccc1NC(=O)c1ccco1	-14%	-20%	3%	-6%	-6%	-6%	2%	3%
CCc1nnc(NC(=O)C2CCC(CNc3c(N4CCC(C)CC4)c(=O)c3=O)CC2)s1 (stereo unspecified)	1%	-8%	-10%	x	x	-2%	x	0%
CC(C)C(C)(C#N)NC(=O)CSc1nc2scc(-c3ccco3)c2c(=O)n1-c1ccccc1 (stereo unspecified)	-8%	-10%	u	11µM*	-10%	0%	4%	18%
COc1ccc(C(C)=O)cc1CSc1nnc(Nc2c(C)cccc2C)s1	5%	2%	7%	u	5%	9%	4%	5%
CCN(CC)S(=O)(=O)c1cccc(C(=O)N/N=C/c2ccc([N+](=O)[O-])o2)c1	0%	-1%	-15%	u	-5%	6%	0%	7%
O=C1c2oc3ccccc3c(=O)c2C(c2cccc(F)c2)N1CCCO (stereo unspecified)	-3%	0%	-8%	14µM*	-5%	-3%	2%	2%
CCc1cccc2c(C(=O)CSc3nnc(-c4ccoc4C)n3C)c[nH]c12	-13%	-3%	-1%	-5%	18%	5%	-1%	-7%
CCN(CC)C(=O)N1CCn2c(nc3ccccc32)C1	-3%	1%	-6%	6%	-2%	6%	-1%	-3%
CCCNC(=O)NCCc1ccncc1	2%	-12%	-14%	-5%	7%	8%	-4%	-2%
C=CCNC(=O)CSc1nnc(-c2ccccn2)n1Cc1ccccc1	3%	1%	4%	35µM*	14%	24%	2%	8%
Cc1cc(-c2nnc(-c3cccc(Cl)c3)o2)no1	2%	2%	-14%	8%	x	1%	-6%[15.4 µM]	-5%
COCCNC(=O)C(c1ccc(C)cc1)N(C(=O)CCC(=O)Nc1ccccn1)C1CCCC1 (stereo unspecified)	-3%	1%	4%	-2%	u	0%	-6%	5%
CCC(Sc1ncccc1C(=O)OC(C)C)C(=O)N1CCOCC1 (stereo unspecified)	-7%	2%	-6%	u	-11%	-3%	0%	3%
CN(C)c1ccnc2sc3c(SCc4ccc(Cl)cc4)ncnc3c12	-5%	5%	0%	1%	19%	7%	-2%	6%

Shown as a hit in ALDH1A1 inh, of those listed so far:
Compound | GAA spleen mod | aGal spleen mod | JMJD2E inh | ALDH1A1 inh | GAA inh | GoLoco inh red
CC(C)C(C)(C#N)NC(=O)CSc1nc2scc(-c3ccco3)c2c(=O)n1-c1ccccc1 (stereo unspecified) | -8% | -10% | u | 11µM* | 4% | 18%
O=C1c2oc3ccccc3c(=O)c2C(c2cccc(F)c2)N1CCCO (stereo unspecified) | -3% | 0% | -8% | 14µM* | 2% | 2%
C=CCNC(=O)CSc1nnc(-c2ccccn2)n1Cc1ccccc1 | 3% | 1% | 4% | 35µM* | 2% | 8%

(further entries)
SMILES	GAA spleen mod	aGal spleen mod	JMJD2E inh	ALDH1A1 inh	SMN2 splice up	GAA glycogen	GAA inh	GoLoco inh red
O=C(NC(=S)NCCO)c1sc2ccccc2c1Cl	-7%	-1%	-8%	u	13µM*	-13%	u	1%
COc1cccc(C2CC(c3cccs3)=NN2S(C)(=O)=O)c1 (stereo unspecified)	-2%	-2%	-5%	-4%	33%	5%	-4%	19%
Cc1cccc(NC(=O)CCN2C(=O)C3C4C=CC(C4)C3C2=O)c1 (stereo unspecified)	0%	0%	-1%	u	-20%	2%	-1%	6%
O=C(CSc1nccn1-c1ccccc1)NO	x	-1%	1%	2%	-4%	-10%	-4%	6%
CCOC(=O)C1CCN(c2cc(=O)n(Cc3ccc(F)cc3)c(=O)[nH]2)CC1	-8%	-9%	8%	u	-2%	-16%	-6%	-13%
O=C(Nc1nnc(SCc2ccc(F)cc2)s1)C1CC(=O)N(c2ccc3c(c2)OCCO3)C1 (stereo unspecified)	-6%	6%	-3%	-12%	30%	-2%	-1%	14%
Cc1onc(-c2ccc(Cl)cc2Cl)c1-c1csc(N/N=C/c2ccccc2Cl)n1	-9%	0%	u	-5%	x	u	0%[15.4 µM]	10%
O=C(Nc1nnc(-c2cccs2)o1)C1CC1	0%	-2%	u	u	x	5%	x	-5%
COc1ccc(C(=O)NNC(=O)c2snnc2C)cc1	0%	-5%	3%	u	x	4%	-1%[15.4 µM]	-2%
Cc1ccc(CNC(=O)CSc2nc(C)cs2)cc1	-7%	6%	3%	0%	u	3%	-2%	2%
O=C(CCl)Nc1cccc(Oc2ccccc2)c1	-20%	-2%	-3%	0.28µM*	-29%	-1%	6%	10%
CCOc1ccc2nc(NC(=O)CSc3nc(-c4ccccc4)c(C#N)c(=O)[nH]3)sc2c1	-1%	-10%	-7%	u	x	-15%	1%	14%
CC1(/[N+]([O-])=C/c2ccc(Cl)cc2Cl)CCCCC1=O (stereo unspecified)	4%	5%	15%	6%	x	-1%	-1%[15.4 µM]	-12%
NC(=O)c1ccc(NC(=O)CSC2=Nc3ccccc3C3CC=NN23)cc1 (stereo unspecified)	-13%	6%	u	-7%	2%	u	4%	16%
CC(C)CNc1cc(N2CCCC2)ccc1[N+](=O)[O-]	0%	-2%	8%	u	-7%	3%	-16%	-1%
c1ccc2c(c1)N1CCCN=C1N2CCN1CCCCC1	0%	-1%	-4%	-1%	10%	17%	7%	15%
Cc1cccc(-c2nc(=S)c3c(o2)CCCC3)c1	9%	5%	-19%	0%	11µM*	-18%	-7%	-1%
Cc1scc(C(=O)N/N=C/c2ccc(OC(C)C)cc2)c1C	1%	4%	-4%	-3%	u	-14%	-1%	-12%
O=C(CCS(=O)(=O)c1cccc2nsnc12)NC1CCCCCC1	-5%	0%	1%	-2%	-2%	2%	-3%	-4%
Cc1cc(C)c(S(=O)(=O)n2cnc3ccccc32)c(C)c1	0%	0%	9%	2%	10%	0%	1%	9%
Cc1c(Cl)cccc1NC(=O)Cc1ccc([N+](=O)[O-])cc1	-6%	-19%	-12%	-10%	-5%	11%	-14%	34%[activator]
CNC(=O)c1cc2cc(Cc3ccccc3Cl)ccc2oc1=O	-3%	-4%	8%	-4%	0%	-4%	-2%	34%[activator]
Cc1cc(NC(=O)CSc2nnc3c(C)cc4ccccc4n23)no1	-8%	-7%	-5%	u	-9%	0%	4%	6%
Cc1cnc(CNc2ccnc(-c3ccccc3C(F)(F)F)n2)cn1	-9%	-6%	x	u	x	x	x	7%
Cc1nc2cnc(N(C)C)nc2n(CCC#N)c1=O	-9%	-17%	x	u	x	x	x	-5%
Cc1ccc(C)n1CCN1CCN(CC(=O)Nc2cc(C(F)(F)F)ccc2Cl)CC1	6%	-2%	u	28µM*	6%	8%	0%	13%
CCOC(=O)CSc1nc2cc(C(=O)NCc3ccco3)ccc2c(=O)n1C1CCCCC1	0%	-3%	2%	2%	-6%	-13%	-2%	6%
CCN(CC)S(=O)(=O)c1ccc(C(=O)Nc2ccc(OCC(=O)N3CCOCC3)cc2)cc1	1%	-1%	-3%	u	-15%	12%	-4%	-2%
COc1ccc(Nc2ncnc3ccc([N+](=O)[O-])cc23)c(OC)c1	x	-8%	8%	u	-19%	-1%	-3%	3%
COc1ccc(/C=N/NC(=O)c2ccoc2C)cc1COc1ccc(Cl)cc1	-7%	-4%	-7%	-1%	-1%	-2%	-1%	2%
Cc1cc(C)cc(OCC(=O)NNC(=O)c2cc(C)[nH]n2)c1	-2%	-14%	9%	6%	12%	4%	-5%	9%
COC(=O)c1ccc(OCC(O)CN2C(=O)c3ccccc3S2(=O)=O)cc1 (stereo unspecified)	2%	-18%	-9%	u	-1%	-9%	u	11%

Record cards (already shown). Screens in order: GAA spleen mod	aGal spleen mod	JMJD2E inh	ALDH1A1 inh	SMN2 splice up	GAA glycogen	GAA inh	GoLoco inh red
Record of `Cc1cc(NC(=O)CSc2nnc3c(C)cc4ccccc4n23)no1` : -8%	-7%	-5%	u	-9%	0%	4%	6%
Record of `CNC(=O)c1cc2cc(Cc3ccccc3Cl)ccc2oc1=O` : -3%	-4%	8%	-4%	0%	-4%	-2%	34%[activator]

Screening results from PubChem BioAssay.
